Screening data deposited in PubChem BioAssay by National Center for Advancing Translational Sciences (NCATS).
APEX1 inh: qHTS Assay for Inhibitors of the Human Apurinic/apyrimidinic Endonuclease 1 (APE1). recombinant APE1, TAMRA/BHQ-2 abasic DNA cleavage fluorescence. Potency, µM (titrated, usually from 65.8 µM), for inactives: at the top dose activity change, negative = inhibition, hits mostly inhibitors. 350,000 compounds, 0.35% hits;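 further: potency means the concentration at half of the fitted maximal effect; plate controls were vehicle for no effect and reference inhibitor for full effect; nearly all actives have a fitted effect of over 55% in size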
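Compound pre-exposure to 0.75 nM APE1, 15 min at ambient temperature. Reaction initiated with 50 nM TAMRA/BHQ-2 THF substrate, read immediately in kinetic mode, 525 nm excitation, 598 nm emission.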
Pol beta inh: qHTS Assay for Inhibitors of DNA Polymerase Beta. Potency, µM (doses to about 114 µM), for the others: at the top dose activity change, negative = inhibition, most hits filed as inhibitors. P06746. 340,000 compounds, 1.3% hits. Pol beta primer extension/strand displacement, fluorescence kinetic; further: potency means the concentration at half of the fitted maximal effect; on the % scale 0 is the no-effect control and ±100 the full control effect
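Pol beta (10 nM) was preincubated with compound for 15 min at room temperature. The reaction was then started with 50 nM substrate and read immediately and after a further 10 min at room temperature.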
BLM inh: qHTS Assay for Inhibitors of Bloom's syndrome helicase (BLM); RecQ-like DNA helicase BLM (Homo sapiens), P54132; recombinant BLM DNA unwinding, fluorescence dequenching; Potency, µM (doses to about 56.1 µM), for the others: at the top dose activity change, negative = inhibition, most hits filed as inhibitors; 350,000 compounds, 0.2% hits;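 further: potency means the concentration at half of the fitted maximal effect; plate controls were vehicle for no effect and no enzyme for full effect; nearly all actives have a fitted effect of over 35% in size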
Anesthetic bind: qHTS Assay for Identification of Novel General Anesthetics | apoferritin/1-aminoanthracene competitive binding, fluorescence | Potency, µM (top dose mostly 77.5 µM), for inactives: at the highest dose activity change, negative = displacement, actives largely listed as inhibitors | 350,000 compounds, 0.074% hits | AID 485281, 2010; further: potency means the concentration at half of the fitted maximal effect; on the % scale 0 is the no-effect control and ±100 the full control effect; nearly all actives have a fitted effect of over 20% in size
Target sequence (P02791 2-175 limits assumed): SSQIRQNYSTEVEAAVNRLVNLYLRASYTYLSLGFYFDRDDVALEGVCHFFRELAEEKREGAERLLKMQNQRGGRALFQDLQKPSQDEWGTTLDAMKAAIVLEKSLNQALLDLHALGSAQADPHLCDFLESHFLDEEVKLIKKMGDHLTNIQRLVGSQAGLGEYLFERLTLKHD
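Steps: apoferritin (10 uM) was premixed with half-saturated 1-AMA in PBS, compounds were pin-transferred, plates stood 10 min at room temperature, fluorescence was read at 380/535 nm, and curves were fitted with a Hill equation.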
Pol iota inh: qHTS for Inhibitors of Polymerase Iota; Pol iota fluorescent replication assay, 10 min; Potency, µM (titrated, usually from 115 µM), inactives show at the highest dose activity, negative = inhibition, hits mostly inhibitors; AID 588590, 2011; 390,000 compounds, 1% hits; further: potency means the concentration at half of the fitted maximal effect
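Fluorescent replication assay read twice, at 0 min and 10 min after adding 50 nM (final) substrate. Enzyme (10 nM) and compounds were first incubated 15 min at room temperature; enzyme-free buffer wells were negative controls.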
12-LOX inh: Primary qHTS assay for inhibitors of human arachidonate 12S-lipoxygenase (ALOX12): Round 2; AID 1671190, 2021; 580,000 compounds, 1.1% hits; Potency, µM (doses to about 108 µM), for inactives: at the highest dose activity change, negative = inhibition, hits mostly inhibitors; Polyunsaturated fatty acid lipoxygenase ALOX12 (Homo sapiens), P18054; purified 12hLO, xylenol orange hydroperoxide absorbance; further: potency means the concentration at half of the fitted maximal effect; on the % scale 0 is the no-effect control and ±100 the full control effect
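Purified human 12hLO (150 nM final) in 25 mM Hepes, 0.01% Triton X-100, pH 7.0 was preincubated 15 min at room temperature with compound. Then 40 uM arachidonic acid was added, 30 min. Hydroperoxide was read by Fe-XO absorbance ratio 573/405 nm.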
Pol kappa inh: qHTS for Inhibitors of Polymerase Kappa; purified Pol kappa, fluorescent DNA synthesis assay, 10 min; 400,000 compounds, 0.53% hits; DNA polymerase kappa (Homo sapiens), Q9UBT6; Potency, µM (doses to about 107 µM), for inactives: at the highest dose activity, negative = inhibition, usual class: inhibitors; further: potency means the concentration at half of the fitted maximal effect; on the % scale 0 is the no-effect control and ±100 the full control effect
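Readout: fluorescence, taken kinetically at 0 and 10 min. Conditions: 10 nM Pol kappa, 15 min RT compound preincubation, 50 nM substrate final. Controls: enzyme-free buffer wells.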
TRHR agonist: qHTS for Small Molecule Agonists and Allosteric Enhancers of Human TRH Receptor: Primary Screen for Agonists. Thyrotropin-releasing hormone receptor (Homo sapiens), P34981. TRHR cells, calcium flux fluo-8, FDSS agonist mode. activation, % at 2 µM. 360,000 compounds, 0.18% hits. AID 493084, 2011; in the data active means activation above about 30%; further: 0% is about no effect
Target sequence (P34981 whole entry, looked up): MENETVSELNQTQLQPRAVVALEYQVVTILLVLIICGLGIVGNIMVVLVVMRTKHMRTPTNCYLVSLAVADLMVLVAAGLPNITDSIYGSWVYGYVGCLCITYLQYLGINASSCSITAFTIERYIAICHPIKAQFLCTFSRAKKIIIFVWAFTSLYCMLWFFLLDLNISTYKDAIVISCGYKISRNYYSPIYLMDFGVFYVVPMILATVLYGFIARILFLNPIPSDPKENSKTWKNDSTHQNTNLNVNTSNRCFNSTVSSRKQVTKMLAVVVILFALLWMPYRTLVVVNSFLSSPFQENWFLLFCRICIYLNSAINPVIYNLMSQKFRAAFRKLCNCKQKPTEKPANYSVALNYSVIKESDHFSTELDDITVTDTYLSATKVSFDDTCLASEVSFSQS
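Agonist-mode FDSS calcium read (Ex 480/Em 530, 1 s cycles) in 1536-well TRHR cells with fluo-8 dye, after 10-cycle baseline and 23 nL compound addition; TRH at EC20 (10 nM final) added afterwards for the enhancer phase.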
ERG Ets-DNA blk: qHTS for Small Molecule Inhibitors of the ERG Ets/DNA interaction | AID 624246, 2012 | Potency, µM (titrated, usually from 76.9 µM), for the others: at the highest dose FP activity, negative = inhibition, actives largely listed as inhibitors | Transcriptional regulator ERG (Homo sapiens), P11308 | fluorescence polarization, His-ERG Ets domain / labelled DNA | 370,000 compounds, 0.028% hits; active means well fitted inhibition curve with a large enough effect in the polarisation, with a control signal flat; inconclusive means small, poorly fitted or top-dose-only effect, or effect the other way, or a change in a side signal; inactive means no such curve, though single readings can be large or run the other way; the % refers to the polarisation;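 further: polarization taken with two DNA probes labelled with fluorescein and Texas red; potency means the concentration at half of the fitted maximal effect; % of control where 0% means no effect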
Target sequence (P11308 whole entry, looked up, the tested form may be a part): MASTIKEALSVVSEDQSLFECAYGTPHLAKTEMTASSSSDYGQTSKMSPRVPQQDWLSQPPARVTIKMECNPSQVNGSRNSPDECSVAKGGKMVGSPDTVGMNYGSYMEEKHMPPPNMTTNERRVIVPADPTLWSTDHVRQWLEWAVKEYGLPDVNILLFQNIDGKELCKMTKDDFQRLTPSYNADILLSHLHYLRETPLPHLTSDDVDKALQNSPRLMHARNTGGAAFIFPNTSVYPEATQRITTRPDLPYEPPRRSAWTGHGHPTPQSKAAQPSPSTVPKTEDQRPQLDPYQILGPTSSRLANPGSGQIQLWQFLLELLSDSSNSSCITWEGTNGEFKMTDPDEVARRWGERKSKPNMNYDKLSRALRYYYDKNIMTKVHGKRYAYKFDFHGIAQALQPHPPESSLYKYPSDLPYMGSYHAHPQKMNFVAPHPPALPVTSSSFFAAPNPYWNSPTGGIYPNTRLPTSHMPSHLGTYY
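His-tagged ERG Ets domain (1 uM in the protein solution; 300mM KCl, 50mM Tris-HCl, 1mM EDTA, 1mM DTT, pH 7.5) received compound, then a probe mix of 5 nM fluorescein-DNA and 100nM Texas-615-DNA. Fluorescence polarization was read for both dyes.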
* = called active by the depositor; ? = inconclusive; . = no result given; & = joins results of further samples; [ ] = remark or other dose. Unless noted, the call rests on the fitted dose curve; in most records, active means well fitted curve in the direction sought with a large enough effect; inconclusive means small, poorly fitted or top-dose-only effect, or another doubt; inactive means no such curve, though single readings can be large; an effect the other way counts as inactive or inconclusive. These rows are one share of the data; count on the stated rates, not on these rows.

Values run as follows: APEX1 inh	Pol beta inh	BLM inh	Anesthetic bind	Pol iota inh	12-LOX inh	Pol kappa inh	TRHR agonist	ERG Ets-DNA blk
CNC(=O)C(=O)NCC(c1cccs1)S(=O)(=O)c1ccc(F)cc1 (stereo not given)
  45%	13%	1%	-7%	-13%	-1%	8%	0.9	-4%
CCc1nc(NCCC(C)C)c(C#N)c2c1CCCC2
  4%	-2%	-4%	-13%	-13%	11%	3%	0.6	-2%
N#Cc1cccc(S(=O)(=O)NCC(=O)NCc2ccc3c(c2)OCO3)c1
  6%	.	.	.	9%	19%	1%	0.0	36%[activator]
O=c1cnnc(Nc2ccc(Cl)c(C(F)(F)F)c2)[nH]1
  -9%	17%	4%	5%	-3%	?	-17%	0.0	0%
Cc1ccc(S(=O)(=O)N(C#N)c2nc(C)cc(C)n2)cc1
  -4%	-13%	-3%	-2%	-20%	?	2%	0.0	-1%
CCSc1nc(C)nc2c1oc1ccccc12
  3%	5%	-2%	-16%	26%	7%	8%	-0.2	-3%
CN(C)S(=O)(=O)N1CCC(n2c(C(F)(F)F)nc3cccnc32)CC1
  .	13%	-2%	-11%	5%	-2%	5%	0.1	0%
CC1CCCCC1NCC(=O)NCc1ccc(F)cc1 (stereo not given)
  0%	1%	3%	-6%	170%[activator]	?	-16%	0.5	-11%
CC1(C)CC(=O)C=C(NNC(=O)c2cccnc2)C1
  -3%	?	-3%	1%	58%[activator]	-5%	-6%	7.4	2%
CC(C)OCCCNC(=O)c1nn(C)c2c1CSc1ccccc1-2
  .	-16%	1%	-2%	29%	?	-14%	0.6	-5%
N#Cc1ccc(C(=O)Nc2nc(-c3cccs3)c(C(=O)C(F)(F)F)s2)cc1
  -2%	2%	-6%	-3%	6%	20%	-4%	5.4	-9%
COC(=O)c1c(NC(=O)C(C)Oc2ccc(Cl)cc2Cl)sc2c1CCCC2 (stereo not given)
  .	3%	-6%	6%	-1%	-15%	-15%	0.5	0%
CN1CCN(S(=O)(=O)c2ccc(NC(=O)c3ccc(F)cc3)cc2)CC1
  0%	34%	-1%	-7%	16%	22%	4%	-0.4	2%
O=C(NNc1nc2c(F)cccc2s1)c1cc(=O)c2ccccc2o1
  -6%	?	-10%	-12%	22µM*	-24%	-18%	1.3	17%
Cc1ccc(S(=O)(=O)Nc2ccc3ccccc3c2)cc1
  .	.	.	.	-12%	?	-2%	.	-1%
COc1ccc(C(=O)Oc2c(Sc3ccc(Cl)cc3)c(C)nn2C(C)(C)C)cc1OC
  .	-1%	-4%	-5%	-17%	-16%	-14%	0.3	-2%
O=C(c1ccncc1)N1CCN(S(=O)(=O)c2cccc(Cl)c2)CC1
  -1%	.	.	.	38%[activator]	-20%	-5%	-0.2	-4%
Nc1nc(Nc2ccccc2)nc2c1ncn2[C@@H]1O[C@H](CO)[C@@H](O)[C@H]1O
  .	.	.	.	30%	8%	-10%[60.1 µM]	.	?
COC(=O)c1ccc(-c2nc(O)c(C)s2)cc1
  -1%	-1%	0%	-21%	-25%	?	1%	9.1	5%
COC(=O)c1ccc(C2CC(=O)NC3=C2C(=O)CCC3)cc1 (stereo not given)
  15%	2%	-1%	-6%	2%	-14%	0%	1.7	-3%
CC(C)(C)c1csc(Sc2ncccc2[N+](=O)[O-])n1
  ?	16%	-2%	?	-6%	20%	0%	-1.2	-22%
CSc1ncc(C(=O)NCc2ccc(C)cc2)c(-c2ccccc2)n1
  .	1%	1%	31%[activator]	-12%	-15%	0%	-0.8	-3%
Cc1noc(NS(=O)(=O)c2ccc(NC(=O)c3oc4ccc(Cl)cc4c3C)cc2)c1C
  1%	?	1%	-18%	7%	-25%	-24%	-1.4	-1%
Cc1ccccc1Cn1c2ccccc2c2cn[nH]c(=O)c21
  -5%	3%	4%	60%[activator]	1%	18%	-2%	-0.5	-5%
COc1ccc(C(=O)NNC(=O)c2ccc3ccccc3c2O)cc1
  -5%	-9%	0%	-4%	14%	2%	-6%	0.1	9%
O=[N+]([O-])C1=CC=C2C(=NC3(CCCCC3)N2O)C1=NC1CCCCC1
  -1%	37%	-1%	-9%	1%	-31%	-7%	-0.7	.
O=C(Cc1ccccc1)O/N=C1\CCCc2ccccc21
  -4%	-2%	-1%	?	-3%	2%	-8%	0.2	-8%
CCc1ccc(C2=NN(C(=O)CCC(=O)O)C(c3cccs3)C2)cc1 (stereo not given)
  -1%	1%	2%	-1%	-10%	12%	-9%	0.1	-5%
COc1ccc(S(=O)(=O)N2CCOCC2)cc1NC(=O)COC(=O)C1=COCCO1
  -2%	41%	-2%	-13%	40%[activator]	5%	-4%	0.6	-2%
CCOP(=O)(c1ccc(N(C)C)cc1)C(O)c1ccccc1F (stereo not given)
  4%	6%	-2%	-5%	10%	10%	5%	0.7	-11%

Continued.
Values run as follows: APEX1 inh	Pol beta inh	BLM inh	Anesthetic bind	Pol iota inh	12-LOX inh	Pol kappa inh	TRHR agonist	ERG Ets-DNA blk
O=C(NC1CC1)C1=C[C@H](c2ccc(C(F)(F)F)cc2)C[C@H](OCc2ccc(CO)cc2)O1
  -1%	0%	-3%	-15%	13%	?	0%	1.9	1%
Cc1ccc(Cl)cc1NC(=O)c1ocnc1C
  -9%	-1%	-3%	-16%	?	-27%	-7%	0.0	-15%
Cc1ccc2cc(CN(Cc3nnnn3Cc3ccco3)CC3CCCO3)c(=O)[nH]c2c1C (stereo not given)
  ?	11%	-5%	-6%	?	15%	?	0.3	-1%
Cc1cc(C)cc(-n2ccnc2SCC(=O)Nc2ccccc2F)c1
  .	-18%	-5%	-11%	4%	-20%	-6%[60.1 µM]	0.2	-4%
CCCSc1cc(N2CCN(C)CC2)nc(-c2ccc(OC)cc2)n1
  -2%	1%	0%	-23%	-8%	-74%	-16%	0.5	-1%
Nc1ccc(-c2c3ccc(=O)cc-3oc3cc(O)ccc23)cc1C(=O)O
  -23%	45µM*	-5%	51%[activator]	25µM*	0%	79µM*	152*	?
CCOc1cc(C(=O)Nc2ccc(S(=O)(=O)N3CCCCC3)cc2)ccc1OCC(=O)N1CCOCC1
  -11%	.	.	.	20%	-31%	-8%	0.6	.
CC(=O)c1ccc(S(=O)(=O)N2CCc3ccccc3C2)cc1
  13%	7%	-11%	-12%	107%[activator]	4%	-12%	-0.2	0%
COc1ccc(CNC(=O)CN2C(=O)COc3ccc(S(=O)(=O)N4CCOCC4)cc32)cc1
  4%	48%&30%	0%&1%	-12%&-8%	0%&17%	18%&-2%	3%&-4%	0.1&0.1	8%&2%
OCCNCC1(O)C2CC3CC(C2)CC1C3 (stereo not given)
  -5%	8%	2%	-20%	2%	3%	-1%	-0.3	-2%
Cc1cc(C(=O)NNC(=O)CCN2CCN(c3ccccc3)CC2)c2ccccc2n1
  4%	?	2%	-3%	18%	3%	-4%	-0.1	-7%
CCOc1ccc(NC(=O)C2CCN(C(=O)NCc3ccccc3)CC2)cc1
  -2%	-6%	0%	-4%	105%	-2%	-22%	-0.2	2%
CC(C(=O)N1CCC(C(N)=O)CC1)N(c1ccc(Oc2ccccc2)cc1)S(C)(=O)=O (stereo not given)
  2%	3%	0%	-7%	18%	15%	-4%	1.4	-16%
CN(C(=O)COC(=O)c1ccccc1Nc1ccccc1)c1c(N)n(Cc2ccccc2)c(=O)[nH]c1=O
  11%	.	.	.	25%	?	5%	0.2	-6%
CSc1sc(-c2ccnc(SCCS(C)(=O)=O)n2)c(-c2ccccc2)c1C#N
  -1%	-11%	-9%	-8%	-6%	0%	-8%	0.5	16%
COc1ccc(NC(=O)COC(=O)Cc2ccc(-c3ccccc3)cc2)c(OC)c1
  -4%	-3%	-6%	5%	142%[activator]	-18%	-7%	-0.5	0%
CCN(CC)S(=O)(=O)c1cccc(C(=O)Nc2ccccc2C(=O)N2CCOCC2)c1
  8%	?	0%	0%	-2%	0%	2%	-0.1	-2%
Cc1cc(NC(=O)COC(=O)[C@H](Cc2ccccc2)NC(=O)c2ccco2)no1
  .	.	.	.	31%[activator]	0%	1%	.	-5%
O=C(N/N=C/c1ccc(O)cc1)c1ccncc1
  42%	-15%	-3%	5%	84%[activator]	12%	-14%	-0.5	3%
CCCCC(=O)N1CCN(c2nc3ccc(Br)cc3s2)CC1
  -17%	-12%	-3%	-9%	6%	6%	9%	-0.5	-2%
CCN(CC)c1ccc(S(=O)(=O)N2CCOCC2)cc1NC(=O)CSc1ccccc1
  -13%	.	.	.	-13%	?	-17%	2.0	3%
O=C(Cc1ccccc1)N(Cc1cccnc1)c1nc2ccc(F)cc2s1
  .	?	-10%	-3%	11%	-19%	-1%[60.1 µM]	0.7	-6%
O=C(CSc1nc(-c2ccccc2)cc(C(F)(F)F)n1)NCc1cccs1
  4%	-22%	1%	-7%	-7%	-17%	-3%	0.2	7%
C/C=C(\C)C(=O)NCCN1C2=NC[C@H](Cc3ccc(O)cc3)N2C[C@H]1Cc1ccc(O)cc1
  2%	2%	1%	-13%	1%	-1%	0%	-0.8	-2%
CCOC(=O)c1cc(C(C)(C)C)oc1CN
  -1%	17%	-8%	5%	3%	1%	-6%	0.1	1%
